UBC13 inh – blocks human UBC13 polyubiquitin chain formation. P61088. TR-FRET. inhibition, % at 20 µM. actives 0.47% (n = 330,000). AID 485273; in the data active = inhibition above about 45%, passing the limit was not always enough
PfGluPho inh – PfG6PD (Plasmodium falciparum) enzyme inhibition | actives 0.78% (n = 350,000) | PfGluPho enzyme, NADPH resazurin-diaphorase fluorescence | AID 504690 | inhibition, % at 20 µM;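 active = inhibition reaching at least a set limit at 20 µM in the primary screen, cut at about 59% in these data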;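 note: 0% = DMSO wells with substrate and 100% = DMSO wells lacking glucose-6-phosphate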
SENP1 inh – SENP1 (human) catalytic domain inhibition | Q9P0U3 | recombinant SENP1 catalytic domain, CyPet-SUMO1-YPet FRET cleavage | inhibition, % at 10 µM | actives 0.21% (n = 360,000) | AID 624204;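 active = inhibition at least 30% at 10 µM, raw YFP signal under a set limit, fluorescence ratio 0.5 to 1.5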;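 note: 0% = enzyme with DMSO and 100% = no enzyme wells; some results filed as inactive read as strong as hits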
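Controls: no-enzyme wells low, DMSO-plus-enzyme wells high control. Test system: human recombinant His6-tagged SENP1 catalytic domain enzyme. Reagent: SFCypet-SUMO1-SFYpet FRET protein substrate, 25 nM final. Doses: one dose per compound, 10 µM, 0.5% DMSO. Detection: FRET, CFP and YFP emission. Timing: 50 min reaction at room temperature.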
HKDC1 inhibitor – blocks human hexokinase HKDC1 activity | inhibition, % at 20 µM | actives 0.16% (n = 340,000) | AID 493160 | recombinant HKDC1, G6PDH/diaphorase resazurin coupled fluorescence | Q2TB90;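 active = inhibition above about 35% when tested at 20 µM, limit read from the data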;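 note: plate controls were DMSO wells with enzyme for no effect and DMSO wells lacking enzyme for full effect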
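Test system: recombinant HKDC1 (HK5) hexokinase enzyme, produced in-house / Doses: 20 µM test compound, 1% DMSO / Timing: 90 min, room temperature / Detection: G6PDH/diaphorase-coupled fluorescence, 1 mM NADP, 100 µM resazurin, 525/613 nm / Control set: DMSO wells with and without enzyme mix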
SENP7 inh – inhibitors of human SENP7 protease; inhibition, % at 5 µM; Q9BQF6; recombinant SENP7, Z-RLRGG-aminoluciferin luminescence, 40 min; actives 1.5% (n = 330,000); AID 434973;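 active = inhibition above about 50% at the single test dose, limit read from the data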;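 note: plate controls were DMSO with enzyme for no effect and no enzyme buffer wells for full effect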
Target sequence (Q9BQF6 706-1050 limits assumed): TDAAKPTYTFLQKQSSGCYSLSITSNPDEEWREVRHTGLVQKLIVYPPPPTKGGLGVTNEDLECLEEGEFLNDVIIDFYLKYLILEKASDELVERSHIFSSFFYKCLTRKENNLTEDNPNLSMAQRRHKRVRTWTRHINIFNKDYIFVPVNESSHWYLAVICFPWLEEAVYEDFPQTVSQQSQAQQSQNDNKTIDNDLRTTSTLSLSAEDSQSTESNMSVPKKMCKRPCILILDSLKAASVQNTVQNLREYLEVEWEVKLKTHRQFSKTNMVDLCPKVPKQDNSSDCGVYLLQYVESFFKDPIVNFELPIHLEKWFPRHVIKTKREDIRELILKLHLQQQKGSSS
SENP8 block-1 – inhibitors of human SENP8 protease; Q96LD8; recombinant SENP8, Nedd8 substrate fluorescence; inhibition, % at 20 µM; actives 0.64% (n = 360,000); AID 602440; in the data active = inhibition mostly above about 40%, no sharp cut-off; inactive = mostly below about 27%
Target sequence (Q96LD8 whole entry, looked up): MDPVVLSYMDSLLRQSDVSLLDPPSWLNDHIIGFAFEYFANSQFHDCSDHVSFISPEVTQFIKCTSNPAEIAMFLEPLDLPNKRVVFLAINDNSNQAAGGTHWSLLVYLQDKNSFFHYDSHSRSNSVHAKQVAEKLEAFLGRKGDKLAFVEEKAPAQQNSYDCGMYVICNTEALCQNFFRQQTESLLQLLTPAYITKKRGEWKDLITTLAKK
SENP6 inh – blocks the human protease SENP6; Q9GZR1; Recombinant SENP6 catalytic domain, aminoluciferin luminescence; inhibition, % at 10 µM; actives 1.8% (n = 330,000);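 active = inhibition above about 50% at the single tested dose, limit read from the data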;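 note: plate controls were DMSO wells with enzyme for no effect and DMSO wells lacking enzyme for full effect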
Target sequence (Q9GZR1 628-1112 limits assumed): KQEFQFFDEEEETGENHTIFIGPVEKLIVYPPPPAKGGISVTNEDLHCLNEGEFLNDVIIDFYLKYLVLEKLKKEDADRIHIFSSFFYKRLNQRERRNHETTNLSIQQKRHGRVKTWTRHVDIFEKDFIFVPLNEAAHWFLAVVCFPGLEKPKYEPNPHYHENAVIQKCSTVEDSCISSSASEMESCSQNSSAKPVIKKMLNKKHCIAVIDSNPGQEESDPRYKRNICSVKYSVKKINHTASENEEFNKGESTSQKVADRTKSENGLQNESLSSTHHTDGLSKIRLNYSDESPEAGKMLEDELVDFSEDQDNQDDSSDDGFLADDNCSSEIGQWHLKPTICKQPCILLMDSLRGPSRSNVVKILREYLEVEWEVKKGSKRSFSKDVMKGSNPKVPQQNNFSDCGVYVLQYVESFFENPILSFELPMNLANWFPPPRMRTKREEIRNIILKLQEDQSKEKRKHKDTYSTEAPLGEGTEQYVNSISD
beta cell repl – MIN6 beta-cell proliferation induction; AID 2380; MIN6 cells proliferation, ATPlite luminescence, 48 h; cells starved in 0.2% serum; 100% = growth in 10% serum; proliferation, % at 10 µM; actives 0.29% (n = 330,000);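 active = compounds whose signal lies at least 3.5 SD above the mean of all wells on their plate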;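 note: 0% = DMSO-treated cells in low-serum medium and 100% = 10% serum control; some compounds called inactive have numbers as strong as hits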
SENP8 block-2 – inhibitors of human SENP8 protease; Q96LD8; purified SENP8, Z-RLRGG-aminoluciferin cleavage, luminescence; AID 2540; inhibition, % at 10 µM; actives 1.2% (n = 330,000); in the data active = inhibition above about 50%
The depositor's hits bear a star; · = not tested or not shown.

SMILES	UBC13 inh	PfGluPho inh	SENP1 inh	HKDC1 inhibitor	SENP7 inh	SENP8 block-1	SENP6 inh	beta cell repl	SENP8 block-2
Cc1cc(NC(=O)CCCC(=O)Nc2ccc(F)cc2)no1	-9	-8	0	-1	-11	20	-2	-2	-11
COCCn1nnnc1C(c1ccc(OC)c(OC)c1)N1CCN(C(=O)c2ccco2)CC1 (stereo not given)	-4	-10	-5	-4	3	-6	3	1	7
Cc1ccc(C)c(N2CCN(S(=O)(=O)c3c(C)[nH]c(C)c3C(=O)N3CCCC3)CC2)c1	-12	-18	1	4	14	11	-3	1	-3
COC(=O)c1c(NC(=O)c2ccco2)sc(C(=O)Nc2ccc(F)cc2)c1C	10	3	-1	-5	1	-269	-18	-4	3
O=C(NC(=S)Nc1cccnc1Cl)c1ccco1	17	8	1	-2	2	-4	-2	-4	-3
O=C(N/N=C/c1cccnc1)c1ccc(NC(=O)c2ccccc2Cl)cc1	-3	-8	-1	-5	-6	12	-31	-1	-3
Cc1cc(C)n(-c2ccc(C(=O)OCC(=O)NCc3ccc(Cl)cc3)cc2)n1	2	0	-1	-3	-5	12	-8	1	-8
O=S(=O)(c1ccc(NC(=S)NCc2ccc(F)cc2)cc1)N1CCOCC1	-2	5	1	4	20	5	4	0	-3
O=C(OCC(=O)N1CCN(C(=O)COC(=O)c2ccncc2)CC1)c1ccncc1	5	0	-5	-2	7	-17	2	0	3
CN1CCN(C(=O)c2cc(=O)c3cc(Cl)cc(Cl)c3o2)CC1	6	4	1	-4	-3	13	-6	-3	5
COC(=O)C1CN(C(=O)C(C)Oc2cc(C)ccc2C(C)C)c2ccccc2O1 (stereo not given)	-6	5	3	5	2	14	-10	-1	2
CC(O)(CS(=O)(=O)Cc1ccccc1)c1ccc(Cl)cc1 (stereo not given)	3	12	1	-7	-1	21	0	-6	8
Cc1csc(SCC(=O)NCc2cccs2)n1	8	3	0	13	6	8	-13	-1	-10
COc1ccc(-c2ccc(/C=N/NC(=O)c3cccnc3)o2)c([N+](=O)[O-])c1	·	7	-26	28	·	-50	·	·	·
Cc1cc(C)c2c(n1)sc1c(=O)n(Cc3ccccc3Cl)nnc12	·	-4	0	3	·	19	·	·	·
Cc1ccc(NC(=O)COC(=O)C2CSC3(C)CCC(=O)N23)cc1S(=O)(=O)N1CCOCC1 (stereo not given)	-12	-3	2	-5	0	16	-14	-3	-6
Cc1ccc(NC(=O)CSc2nnc(-c3ccncc3)o2)cc1C	-3	3	1	6	-2	1	-14	1	-1
Cc1noc(C)c1-c1nc(CSc2ccccc2)no1	-4	-13	1	-4	-9	24	-9	0	-13
CCN(CC(=O)Nc1ccc(NC(C)=O)cc1)C(=O)CCN1C(=O)c2cccc([N+](=O)[O-])c2C1=O	-6	-2	3	-1	15	12	-12	-2	-2
COC(=O)c1cc(-c2ccccc2)n(CC(=O)O)c1C	-7	-34	3	-8	-10	8	-5	-4	2
Cc1ccc(S(=O)(=O)N(C)c2ccc(OCC(=O)Nc3ccc(S(C)(=O)=O)cc3)cc2)cc1	·	12	0	5	·	28	·	·	·
COC(=O)c1ccc2c(=O)[nH]c(CN3c4ccccc4CC3C)nc2c1 (stereo not given)	-1	12	6	0	-2	14	-11	0	-4
CC(C)N(CC#CCC1(O)c2ccccc2-c2ccccc21)CCO	0	20	-4	2	28	24	-3	-1	0
CCN1C(c2ccccc2)C(C)C(=O)C(C)C1c1ccccc1 (stereo not given)	5	-15	0	11	10	13	-14	-4	5
CN(C)c1ccc(NC(=O)COC(=O)c2cc(Cl)ccc2[N+](=O)[O-])cc1	3	10	0	-7	4	19	-2	-2	-1
COc1ccc(C(=O)NC(=S)NNC(=O)CNC(=O)C2CCCCC2)cc1	8	-4	1	-4	8	-11	31	-4	10
C[C@@H]1CN([C@H](C)CO)C(=O)c2cc(NS(=O)(=O)c3cn(C)cn3)ccc2O[C@@H]1CN(C)S(C)(=O)=O	5	-11	1	-5	5	6	19	1	-6
CCOC(=O)c1c(NC(=O)C2C3CCC(O3)C2C(=O)O)sc(C)c1-c1ccc(F)cc1 (stereo not given)	1	-37	3	0	-4	2	15	-2	-1
Oc1c(C=NCc2ccc(F)cc2)[nH]c2ccc(Br)c(Cl)c12	-20	·	·	·	4	·	26	-5	4
Cn1cnnc1SC(C(=O)c1ccccc1)c1ccccc1 (stereo not given)	-2	5	2	7	0	5	-2	-1	-11

Entries from the list above that have a furan ring, fused or not (four):
SMILES	UBC13 inh	PfGluPho inh	SENP1 inh	HKDC1 inhibitor	SENP7 inh	SENP8 block-1	SENP6 inh	beta cell repl	SENP8 block-2
COCCn1nnnc1C(c1ccc(OC)c(OC)c1)N1CCN(C(=O)c2ccco2)CC1 (stereo not given)	-4	-10	-5	-4	3	-6	3	1	7
COC(=O)c1c(NC(=O)c2ccco2)sc(C(=O)Nc2ccc(F)cc2)c1C	10	3	-1	-5	1	-269	-18	-4	3
O=C(NC(=S)Nc1cccnc1Cl)c1ccco1	17	8	1	-2	2	-4	-2	-4	-3
COc1ccc(-c2ccc(/C=N/NC(=O)c3cccnc3)o2)c([N+](=O)[O-])c1	·	7	-26	28	·	-50	·	·	·

The listing continues.
SMILES	UBC13 inh	PfGluPho inh	SENP1 inh	HKDC1 inhibitor	SENP7 inh	SENP8 block-1	SENP6 inh	beta cell repl	SENP8 block-2
CCOC(=O)/C(C#N)=C/c1c(N2CCN(C)CC2)nc2ccccn2c1=O	-5	5	-62	1	0	-8	9	0	1
COc1ccc(OC)c(Nc2nc(N)nc(CCl)n2)c1	0	-3	3	3	1	22	-21	-4	-1
CN(C)/C=C/C(=O)c1ccn(S(=O)(=O)c2ccccc2)c1	-2	-13	-25	4	-9	8	7	0	3
S=C1Nc2ccccc2Sc2ccc(Cl)cc21	14	20	3	0	-5	22	-8	-1	3
CC(=O)O[C@@H]1C[C@H]2C(C)=C[C@H]3OC(=O)[C@@H](C)[C@H]3C[C@H]2[C@]1(C)O	-1	-13	0	-1	1	9	3	-1	1
Cc1onc(-c2c(F)cccc2Cl)c1C(=O)NC1CC1	3	9	2	-8	1	2	3	-3	6
Cc1nc2c(c(=O)n1CCC1=CCCCC1)c1nc3ccccc3nc1n2/N=C/c1ccccc1	-8	-13	-37	6	4	-212	6	-6	3
COc1ccc(Cl)cc1C(Nc1cccnc1)c1ccc2cccnc2c1O (stereo not given)	-7	-3	0	-24	1	2	6	-5	2
CCOC(=O)Cc1csc(SCC(=O)N2CCN(c3ccc(OC)cc3)CC2)n1	3	13	0	-7	-1	26	-1	-1	0
C/C(=N\NC(=O)Cn1nc(C)c([N+](=O)[O-])c1C)c1ccco1	4	5	-1	-11	0	12	-20	-1	2
Cc1ccc(NC(=S)NC(=O)c2ccc(-c3ccc(Cl)cc3)o2)c(O)c1	-16	-11	-1	-10	-5	1	2	0	2
O=C(C1CCCC1)N1CCN(S(=O)(=O)c2ccc(Cl)cc2)CC1	4	-12	1	-2	-3	9	-2	2	-4
Cc1n(CC(O)COCc2ccccc2)c2ccccc2[n+]1C (stereo not given)	4	0	0	10	4	2	-1	-2	1
COC(=O)CN1C(=O)c2cccc3cccc1c23	10	5	-34	0	-3	-368	13	-2	1
CC1CCN(C(=O)c2[nH]cnc2C(=O)NC2CCN(C(=O)OC(C)(C)C)CC2)CC1	-10	-2	1	-3	-5	8	-8	3	-11
NC(=O)CN1CCN(C(=O)NC2CCCCC2)CC1	7	-6	2	4	-2	10	1	-4	7
COC(=O)C(NC(C)=O)(Nc1ccc(Br)cn1)C(F)(F)F (stereo not given)	4	-2	-1	-8	-1	16	7	-3	1
COc1ccc(CNC(=O)C(=O)c2cn(CC(=O)N3CCOCC3)c3ccccc23)cc1	-2	4	0	0	2	12	-13	1	-3
Nc1nc(NC(=O)c2cccc(S(=O)(=O)N3CCCCCC3)c2)nc(-c2ccccc2)n1	5	-14	-2	-9	-6	20	-20	-1	-3
COc1ccccc1NS(=O)(=O)c1cccc(C(=O)N2CCN(Cc3ccc4c(c3)OCO4)CC2)c1	10	-13	1	1	9	27	-1	-4	2
COc1ccc(CCNC(=O)C(=O)N2CCCC2)cc1OC	-6	-1	1	-4	7	7	2	-3	-4
COc1ccccc1OCCC(=O)N1CCN(c2ccccc2OC)CC1	-8	5	1	0	5	14	-10	-2	-3
Cc1csc2ncnc(NNC(=O)c3ccc(Cl)cc3)c12	-6	31	0	-3	3	13	3	-3	7
COc1ccc(C(=O)NC2c3ccccc3-c3ccccc32)cc1	-9	11	0	-14	-3	12	-20	-3	-13
C/C(=N/NC(N)=S)c1ccc(Br)s1	-2	1	-2	-1	-10	9	-37	-4	1
CCN(CC)C(=O)N1CCN(C)CC1	-4	-8	-1	-2	-9	-5	-10	-2	-6
Cc1cc(C)n2nc(-c3ccc(F)cc3)nc2n1	5	-10	0	-8	11	27	22	-3	0
Cc1nc2ccc(NC(=O)CS(=O)(=O)c3ccccc3)cc2s1	-4	2	2	-2	-3	19	-11	2	-5
O=C1CC(c2cccc([N+](=O)[O-])c2)c2c(ccc3ccccc23)N1 (stereo not given)	7	-9	1	3	-2	16	-13	-2	-6
Cc1ccc(OCc2nc(-c3ccc(Cl)cc3)n[nH]2)cc1	3	8	-1	3	3	8	-2	-3	-6

By substructure: the entries above containing a COOH group
SMILES	UBC13 inh	PfGluPho inh	SENP1 inh	HKDC1 inhibitor	SENP7 inh	SENP8 block-1	SENP6 inh	beta cell repl	SENP8 block-2
COC(=O)c1cc(-c2ccccc2)n(CC(=O)O)c1C	-7	-34	3	-8	-10	8	-5	-4	2
CCOC(=O)c1c(NC(=O)C2C3CCC(O3)C2C(=O)O)sc(C)c1-c1ccc(F)cc1 (stereo not given)	1	-37	3	0	-4	2	15	-2	-1

Going on with the list.
SMILES	UBC13 inh	PfGluPho inh	SENP1 inh	HKDC1 inhibitor	SENP7 inh	SENP8 block-1	SENP6 inh	beta cell repl	SENP8 block-2
N#CC1(NC(=O)CSc2nnc(Cc3ccccc3)o2)CCCCC1	13	-12	1	-2	8	-2	-7	5	6
Cc1cccc(N2CC(C(=O)Nc3nnc(SCCN4CCOCC4)s3)CC2=O)c1 (stereo not given)	-6	18	1	-3	-3	-2	-5	5	5
CCN(CC(=O)NCc1ccc(Cl)cc1)C(=O)c1cccc(S(=O)(=O)Nc2ccc(OC)cc2)c1	4	-7	0	1	0	9	-1	5	-2
CC(=O)Nc1ccc(NC(=O)C(C)Sc2n[nH]c(=O)n2Cc2ccccc2)cc1 (stereo not given)	-4	-19	0	-5	-6	4	-25	0	-6
O=C(Nc1ccc(Nc2ccncc2)cc1)c1ccc(Nc2ccnc3ccc([N+](=O)[O-])cc23)cc1[N+](=O)[O-]	·	36	5	4	·	13	·	·	·
CCOC(=O)/C(C#N)=C/Nc1ccccc1OC	-6	-8	3	-4	16	-9	-20	-2	4
CCOC(=O)c1csc(N)n1	-1	1	0	-9	3	6	2	-4	3
Cc1ccc(C)c(N(C(=O)c2csnn2)C(C(=O)NC2CCCCC2)c2ccccn2)c1 (stereo not given)	-3	14	0	-6	4	12	0	-1	5
Cc1cc(NC(=O)COC(=O)C2CC(=O)N(c3ccc(Cl)cc3)C2)no1 (stereo not given)	6	-19	-1	-3	-3	5	-17	1	3
COc1ccc(-c2csc(NC(=O)C3=NN(c4ccccc4)C(=O)CC3)n2)cc1	-4	18	1	-9	-3	15	-22	-3	-5
COc1ccc(NC(=O)Cn2nnc(C(=O)Nc3ccccc3C)c2N)cc1	1	-4	1	-6	15	6	-8	-3	-1
O=c1[nH]c(SCc2ccccc2)nc2c1cnn2-c1ccc(F)cc1	-13	-16	1	-9	4	19	-16	-2	3
